From PubChem BioAssay
Tau fluor cs: counter-screen for tau fibril formation inhibitors | Potency, µM (series often up to 57.7 µM), without a hit: at the top dose activity change, negative = decrease | AID 1463 | tau K18 P301L Alexa594 fluorescence, heparin fibrillization | actives 0.93% (n = 280,000); note: % is set by controls: 0 for no effect and ±100 for the full control effect; nearly all actives have a fitted effect of over 55% in size
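Human tau K18 P301L (15 uM unlabeled, 0.24 uM Alexa 594-labeled) in 100 mM sodium acetate pH 7 with 20 uM heparin, 6 hr at 37 C. ThT 30 uM added, 1 hr ambient; Alexa 594 FP and total fluorescence read at 555/632 nm.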
HttQ103 aggreg: mutant huntingtin aggregation inhibition | PC12 HttQ103-GFP aggregates, Acumen cytometry, 40 h | Potency, µM (highest dose often 46.1 µM), inactives show at the highest dose activity change, negative = inhibition, usual class: inhibitors | actives 1.1% (n = 220,000); note: % is set by controls: 0 for no effect and ±100 for the full control effect; nearly all actives have a fitted effect of over 60% in size
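Ecdysone-promoter PC12 model expressing HTT exon 1 Q103 fused to GFP, induced by tebufenozide at 100 nM final. Compounds titrated; aggregates sized 1–25 µm scored on a 488 nm laser cytometer.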
Tau FP inhib: inhibitors of human tau fibril formation; actives 0.39% (n = 280,000); Potency, µM (series often up to 57.7 µM), for the others: at the top dose activity, negative = inhibition, actives largely listed as inhibitors; K18 P301L tau heparin fibrillization, Alexa594 FP, 6 h; P10636; note: % is set by controls: 0 for no effect and ±100 for the full control effect; nearly all actives have a fitted effect of over 55% in size
Target sequence (P10636 561-689 P618L limits assumed): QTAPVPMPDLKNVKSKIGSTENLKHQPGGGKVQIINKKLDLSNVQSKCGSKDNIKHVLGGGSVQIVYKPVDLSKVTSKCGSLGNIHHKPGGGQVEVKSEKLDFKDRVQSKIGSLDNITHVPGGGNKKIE
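Human K18 P301L fragment (15 uM unlabeled plus 0.24 uM Alexa 594-labeled) in 100 mM sodium acetate pH 7 with compound, aggregation induced by 20 uM heparin for 6 hr at 37 C. ThT (30 uM) added for 1 hr, then Alexa 594 FP read.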
HTT ATP protect: cytoprotection in Huntington HTT-Q103 PC12 cell model; actives 0.14% (n = 230,000); Potency, µM (top dose mostly 56.4 µM), without a hit: cytoprotection (ATP increase), most hits filed as activators; PC12 HTT-Q103 induced, cytoprotection, ATP luminescence, 40 h;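 note: % of control where 0% means no effect; nearly all actives have a fitted effect of over 45% in size; toxic huntingtin expression switched on by the ecdysone agonist tebufenozide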
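Cells were plated at 1500 per well in phenol red-free DMEM with 5% equine and 5% calf serum. Tebufenozide (100 nM final) and compounds were added, then ATPlite reagent, and luminescence was read.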
ALDH1A1 block: blocks purified human ALDH1A1 activity; Purified ALDH1A1, NADH fluorescence, propionaldehyde substrate; Potency, µM (top dose mostly 75.3 µM), without a hit: at the top dose activity, negative = inhibition, actives largely listed as inhibitors; AID 1030; actives 7.3% (n = 220,000); P00352; active = well fitted inhibition curve with a large enough effect, not every such curve was filed as active; inconclusive = small, poorly fitted or top-dose-only effect, or another doubt; inactive = no such curve, though single readings can be large or run the other way;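 note: plate controls were no enzyme wells and a reference inhibitor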
Target sequence (P00352 whole entry, looked up): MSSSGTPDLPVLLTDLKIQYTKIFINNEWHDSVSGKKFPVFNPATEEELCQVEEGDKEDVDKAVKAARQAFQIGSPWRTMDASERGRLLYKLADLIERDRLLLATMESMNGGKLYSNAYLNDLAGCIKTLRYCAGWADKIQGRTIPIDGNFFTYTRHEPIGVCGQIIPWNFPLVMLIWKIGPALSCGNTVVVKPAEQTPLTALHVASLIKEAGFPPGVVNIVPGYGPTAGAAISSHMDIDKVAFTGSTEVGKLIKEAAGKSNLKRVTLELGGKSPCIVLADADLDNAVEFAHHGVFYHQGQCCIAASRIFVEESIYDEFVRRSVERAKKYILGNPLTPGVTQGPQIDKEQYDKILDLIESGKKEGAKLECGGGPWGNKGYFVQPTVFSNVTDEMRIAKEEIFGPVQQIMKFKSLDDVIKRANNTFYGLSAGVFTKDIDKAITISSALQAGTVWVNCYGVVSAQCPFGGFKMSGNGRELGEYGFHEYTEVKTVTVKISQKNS
KDM4E inh: inhibitors of human JMJD2E histone demethylase | actives 1.6% (n = 230,000) | B2RXH2 | JMJD2E catalytic domain, FDH-coupled NADH fluorescence (FDH is formaldehyde dehydrogenase) | Potency, µM (doses to about 57.1 µM), for the others: top-dose activity change, negative = inhibition, usual class: inhibitors; active = well fitted inhibition curve with a large enough effect, not every such curve was filed as active; inconclusive = small, poorly fitted or top-dose-only effect, or another doubt; inactive = no such curve, though single readings can be large or run the other way;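 note: 0% = wells with enzyme and -100% = buffer wells without enzyme; nearly all actives have a fitted effect of over 50% in size; many of its hits are not listed in these tables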
Target sequence (B2RXH2 1-337 limits assumed): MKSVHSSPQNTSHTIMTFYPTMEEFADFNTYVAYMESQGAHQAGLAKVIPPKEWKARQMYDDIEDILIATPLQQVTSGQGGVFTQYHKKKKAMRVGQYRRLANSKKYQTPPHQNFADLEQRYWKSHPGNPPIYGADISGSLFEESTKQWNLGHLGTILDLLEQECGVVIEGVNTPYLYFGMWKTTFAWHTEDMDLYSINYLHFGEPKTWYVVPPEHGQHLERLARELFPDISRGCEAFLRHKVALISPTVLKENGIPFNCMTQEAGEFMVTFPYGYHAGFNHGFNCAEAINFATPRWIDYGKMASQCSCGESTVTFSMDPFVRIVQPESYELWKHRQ
Tau fibril ThT: inhibitors of human tau fibril formation, thioflavin T binding; Potency, µM (top dose mostly 57.4 µM), without a hit: at the highest dose activity, negative = inhibition, usual class: inhibitors; recombinant tau K18 P301L, heparin-induced fibrillization, ThT fluorescence; actives 2.1% (n = 270,000); AID 1460; note: % is set by controls: 0 for no effect and ±100 for the full control effect; nearly all actives have a fitted effect of over 55% in size
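Fibril formation assay: tau K18 P301L at 15 uM with trace Alexa 594 label, heparin inducer 20 uM, pH 7 sodium acetate buffer, 37 C for 6 hr; endpoint ThT signal.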
SMN2 splice up: enhancers of SMN2 splice variant expression | HEK293 SMN2-luciferase splicing reporter, luminescence, 30-36 h | actives 2.8% (n = 210,000) | Potency, µM (highest dose often 46.1 µM), inactives show at the top dose activity change, positive = activation, actives largely listed as activators; note: % of control where 0% means no effect; nearly all actives have a fitted effect of over 55% in size
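HEK293 cells carry an SMN2 minigene-luciferase reporter in which exon 7 inclusion puts luciferase in frame. Cells were seeded at 2000 cells/well, attached for 10-12 hours, then exposed to compounds for 30-36 hours at 37C before ONE-Glo luminescence.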
* hit, by the source's call; ? = inconclusive; / = not tested or not shown; [ ] = dose if it differs, or a comment. Unless noted, calls come from the whole dose curve; as a rule, active = well fitted curve in the direction sought with a large enough effect; inconclusive = small, poorly fitted or top-dose-only effect, or another doubt; inactive = no such curve, though single readings can be large; an effect the other way counts as inactive or inconclusive. Potency is the fitted concentration of half-maximal effect.

SMILES	Tau fluor cs	HttQ103 aggreg	Tau FP inhib	HTT ATP protect	ALDH1A1 block	KDM4E inh	Tau fibril ThT	SMN2 splice up
CCOc1cc(S(=O)(=O)N(Cc2ccccc2)Cc2ccccc2)c(OCC)cc1-n1cnnn1	-7.0%	-30.6%	6.1%	2.3%	?	?	-0.6%	-16.0%
COc1ccc(-n2c(Cc3cccn3C)nnc2SCC(=O)Nc2ccccc2F)cc1	-6.5%	10.4%	-3.1%	9.3%[10 µM]	15.8µM*	-15.2%	-8.0%	-4.9%
Cc1ccc2nc(/C(C#N)=C\c3cc(C)n(-c4cccc([N+](=O)[O-])c4)c3C)[nH]c2c1	?	-29.0%	?	4.4%	-1.3%	-7.7%	?	-31.6%[inhibitor]
O=C(CCN1CCN(C/C=C/c2ccccc2)CC1)Nc1ccccc1	-1.5%	-19.7%	8.2%	-10.2%	-1.7%	-1.0%	-5.9%	16.3%
CCOC(=O)N1CCN(C(=O)c2ccc(OC)cc2)CC1	8.0%	8.6%[9.22 µM]	0.0%	-0.6%[10 µM]	-5.7%	9.2%	5.3%	/
Cc1c(CNCCCc2ccccc2)c(C(=O)O)c(C)n1Cc1ccc(Cl)cc1	-4.3%	/	5.1%	/	/	/	-7.8%	25.0%
CN1CCCN(C(=O)c2cc(=O)[nH]c3ccccc23)c2nc3ccccc3nc21	1.1%	5.0%	4.4%	-20.2%[10 µM]	?	-1.9%	?	0.4%
O=C(CCS(=O)(=O)c1cccs1)N1CCCC1	-4.4%	-4.6%	-12.0%	-16.6%	4.7%	12.5%	-2.8%	-7.8%
COc1ccc(OC)c(N2CC(O)(c3cccs3)[N+]3=C2SCCC3)c1 (stereo unspecified)	3.3%	8.1%	-1.9%	/	3.7%	-12.9%	-3.1%	-6.4%
c1ccc(C2C/C(=N\N3CCOCC3)c3ccccc3O2)cc1 (stereo unspecified)	6.1%	?	5.7%	23.3%[10 µM]	6.8%	4.1%	-0.6%	22.7%
O=C(CNC(c1ccccc1)c1ccccc1)Nc1cc([N+](=O)[O-])ccc1Cl	-0.5%	-2.5%	-3.3%	19.6%[10 µM]	7.08µM*	9.6%	8.6%	-14.7%
CCOc1ccc(/C(O)=C2/C(=O)C(=O)N(Cc3cccnc3)C2c2ccc(N(C)C)cc2)c(C)c1 (stereo unspecified)	3.4%	29.7%	7.1%	-38.6%[inhibitor]	4.5%	-4.5%	-4.4%	-7.9%
CCOC(=O)C1CCN(c2c(-c3ccccc3)c3cc(Cl)ccc3[nH]c2=O)CC1	-7.7%	4.0%	3.8%	3.1%[10 µM]	?	-4.6%	-8.2%	-6.6%
COc1cc(NS(=O)(=O)c2ccc(Cl)cc2)c(C(=O)O)cc1OC	-17.1%	-12.5%	1.5%	/	?	-24.1%	-13.1%	-4.8%
CC(=O)NC(CCS(C)(=O)=O)C(=O)Nc1ccccc1Cl (stereo unspecified)	-3.6%	14.2%	-4.2%	0.4%	-2.2%	0.6%	-6.8%	-5.5%
COc1ccccc1OCC#CCNC1CCCCC1C (stereo unspecified)	-0.4%	?	-3.8%	-28.6%	?	?	-0.7%	-13.4%
CCC(C)(c1nnnn1-c1c(C)cccc1C)N(N=O)c1cccc(C(F)(F)F)c1 (stereo unspecified)	-19.4%	12.1%	-2.6%	10.0%[10 µM]	-14.9%	1.6%	-9.1%	-30.4%[inhibitor]
NC(=O)COC(=O)c1ccccc1Nc1ccc(SC(F)F)cc1	?	19.6%	?	/	5.8%	?	?	30.6%
O=C(c1ccc(=O)oc1)N1CCN(C(c2ccccc2)c2ccccc2)CC1	-2.0%	-11.9%	-3.6%	-8.2%	?	?	-6.3%	-9.8%
CC(C)C(=O)NC(c1ccco1)c1c(O)ccc2ccccc12 (stereo unspecified)	-5.8%	15.6%	-4.7%	-10.0%	1.9%	2.6%	-10.5%	/

Carrying on.
SMILES	Tau fluor cs	HttQ103 aggreg	Tau FP inhib	HTT ATP protect	ALDH1A1 block	KDM4E inh	Tau fibril ThT	SMN2 splice up
BrCCOCCOc1ccc2ccccc2c1	-11.2%	-14.3%	6.8%	-0.6%[10 µM]	0.3%	7.2%	?	?
CCOC(=O)c1cc(C(C)(C)C)oc1CN	-2.7%	5.2%	1.9%	-10.4%[10 µM]	3.1%	-5.4%	-3.3%	5.2%
CCOCCOC(=O)C1=C(C)N(C)C(=O)NC1c1ccccc1F (stereo unspecified)	-12.1%	-8.8%	6.0%	-8.6%[10 µM]	7.4%	-1.4%	-11.0%	0.8%
CCOC(=O)CN1C(=O)C(O)(c2c(C)[nH]c3ccccc23)c2ccccc21 (stereo unspecified)	-29.5%	-10.4%	16.4%	-3.6%	0.282µM*	-7.2%	?	7.0%
Cc1ccccc1C(=O)/C(C#N)=N/Nc1c(C)n(C)n(-c2ccccc2)c1=O	-19.0%	?	-15.0%	4.8%[1.9 µM]	4.3%	?	?	-86.0%[inhibitor]
COc1ccc(C(=O)NC(C(=O)NCc2ccccn2)C(C)C)cc1 (stereo unspecified)	-1.0%	1.1%	-5.0%	-2.3%[0.074 µM]	19.6%	-0.7%	-5.8%	-8.2%
CC(C)OP(=O)(c1ccc(N(C)C)cc1)C(Nc1ccccc1)c1cccnc1 (stereo unspecified)	-3.0%	22.4%	5.4%	31.0%[10 µM]	0.1%	-1.0%	-8.7%	-18.5%
O=C(CSc1nncs1)Nc1ccc2c(c1)OCCO2	-11.4%	29.4%[1.84 µM]	-7.2%	10.2%	-11.8%	-2.6%	-1.2%	18.2%
Cn1nc(C(=O)N2CCCc3ccccc32)c2ccccc2c1=O	-12.6%	10.5%	?	-28.7%	-2.3%	12.9%	-11.4%	8.0%
CN(C)C(CNC(=O)CN1C(=O)NC2(CCc3ccccc32)C1=O)c1ccco1 (stereo unspecified)	-5.4%	-14.8%	3.8%	23.4%	-3.6%	-7.3%	-17.8%	10.1%
Cc1cc(=O)[nH]n(CCO)c1=O	-4.4%	-3.6%[9.22 µM]	10.8%	1.0%[10 µM]	-7.9%	16.6%	-2.2%	/
Cn1nc(C(=O)Nc2ccc(S(=O)(=O)N3CCCC3)cc2)ccc1=O	-5.6%	-32.2%	-2.4%	-6.9%	22.3%	4.1%	2.9%	?
O=C(Nc1nnc(N2CCCCCC2)s1)Nc1ccccc1C(F)(F)F	-20.4%	/	-6.1%	/	/	/	-9.8%	18.4%
CCCNS(=O)(=O)c1ccc(CCC(=O)N2CCCCC2)cc1	2.2%	-10.7%	2.6%	0.7%[10 µM]	-13.3%	4.2%	3.6%	-18.3%
COc1cc2[nH]c(=O)n(Cc3ccc(C(=O)NC4CCN(Cc5ccccc5)CC4)cc3)c(=O)c2cc1OC	-9.5%	6.2%	-7.6%	-29.2%	?	?	1.9%	-27.5%
c1ccc2c(c1)OCC(c1csc3ncnc(N4CCOCC4)c13)O2 (stereo unspecified)	-3.3%	12.6µM*	1.2%	-2.5%	-1.1%	2.4%	6.9%	0.8%
O=C(OCc1cc2ccccc2[nH]c1=O)c1ccc([N+](=O)[O-])cc1	-13.1%	0.0%[9.22 µM]	11.7%	21.2%[10 µM]	/	-0.3%	/	/
Cc1cccc(Oc2ccc3c(c2)Oc2ccccc2NC3=O)c1	?	/	7.3%	/	/	/	-17.1%	-18.1%
O=C(NCCNC(=O)C(c1ccccc1)c1ccccc1)c1ccco1	-8.9%	-1.9%	-0.8%	-4.2%	39.8µM*	2.3%	-7.4%	?
O=c1c2ccccc2nc2n1C(CBr)CN2 (stereo unspecified)	-2.0%	-18.8%[9.22 µM]	4.0%	11.5%[10 µM]	/	-11.4%	0.4%	/

Further structures follow.
SMILES	Tau fluor cs	HttQ103 aggreg	Tau FP inhib	HTT ATP protect	ALDH1A1 block	KDM4E inh	Tau fibril ThT	SMN2 splice up
Cn1cnnc1SCCn1c(N2CCCCC2)nc2c1c(=O)[nH]c(=O)n2C	-11.2%	-4.2%	-2.5%	-14.4%[0.074 µM]	?	-2.2%	-3.8%	-6.5%
CCC1(C)Cc2c(sc3c2c(=O)n(-c2ccccc2)c(=O)n3C)CO1 (stereo unspecified)	-8.7%	-9.0%	-2.9%	-23.2%	-8.9%	5.3%	-8.4%	0.3%
CCOC(=O)c1ccc(N2C(=O)c3n[nH]c(C)c3C2c2cccnc2)cc1 (stereo unspecified)	-8.1%	-7.3%	-6.0%	-19.6%[0.074 µM]	11.1%	1.6%	-4.2%	/
Cc1ccc(-c2nnn(Cc3nc4ccccc4s3)n2)cc1	-25.9%	-30.5%	-10.7%	-13.2%[10 µM]	-0.7%	-0.8%	?	26.7%
CCOC(=O)c1sc2nccc(OC)c2c1N=CN(C)C	6.3%	0.8%	2.6%	16.9%[10 µM]	?	?	4.9%	-2.3%
O=C(CN1CCCC1)Nc1ccc(Cl)cc1C(F)(F)F	2.4%	-10.6%	9.7%	-28.4%	5.7%	-1.9%	-4.0%	14.8%
CCC(=O)c1ccc(OCC(O)CN2CCN(c3ccc(F)cc3)CC2)cc1 (stereo unspecified)	-1.6%	-8.3%	0.6%	-9.5%	-0.2%	5.2%	?	?
O=C(C1CCC(CNS(=O)(=O)c2ccc(Br)s2)CC1)N1CCN(c2ccc(F)cc2)CC1 (stereo unspecified)	-6.9%	/	6.0%	/	/	/	?	2.0%
O=C(Nc1ncc2c(n1)-c1ccccc1OC2)c1ccc(F)cc1	7.5%	8.8%	-0.7%	9.4%[10 µM]	?	?	-1.9%	6.0%
CC(=O)c1ccc(-n2nncc2-c2ccc([N+](=O)[O-])cc2)cc1	-0.6%	11.3%	-2.3%	-2.0%[10 µM]	-4.7%	-1.2%	1.5%	-22.5%
COc1ccc(C(=O)c2ccc(N(C)C)cc2)c2ccccc12	?	?	0.9%	-71.7%[inhibitor][10 µM]	-9.3%	-2.3%	?	-16.9%
O=C(Cc1ccc(S(=O)(=O)N2CCCC2)s1)Nc1nc2c(s1)CCCC2	-24.4%	4.6%	-12.1%	5.4%[10 µM]	10µM*	?	?	-14.7%
O=C(O)/C=C/C(=O)Nc1ccc(OC(F)F)cc1	3.1%	19.0%	5.9%	-40.3%	?	5.5%	-0.1%	4.1%

Some of the compounds tested; count on the stated rates, not on these rows.
